Source: PubChem (several laboratories)
SMARCA2 activ: SMARCA2 function activation, primary screen. MG213 cells, MMTV-luciferase reporter, dexamethasone, overnight. activation, % at 9.1 µM. 1% of 370,000 active. AID 652017; in the data active = activation above about 7.8%;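 note: 0% = vehicle wells and 100% = reference activator wells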
HGIII-sPLA2 inh: Blocks human group III sPLA2 activity. Q9NZ20. 0.56% of 370,000 active. inhibition, % at 12.2 µM. QFRET BODIPY PC-A2 liposome hydrolysis, fluorescence;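 active = inhibition above mean plus 3 SD of compounds lying within the high and low control bounds, cut at about 19% in these data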;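 note: 0% = median of test compound wells and 100% = no enzyme DMSO wells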
Target sequence (Q9NZ20 whole entry, looked up): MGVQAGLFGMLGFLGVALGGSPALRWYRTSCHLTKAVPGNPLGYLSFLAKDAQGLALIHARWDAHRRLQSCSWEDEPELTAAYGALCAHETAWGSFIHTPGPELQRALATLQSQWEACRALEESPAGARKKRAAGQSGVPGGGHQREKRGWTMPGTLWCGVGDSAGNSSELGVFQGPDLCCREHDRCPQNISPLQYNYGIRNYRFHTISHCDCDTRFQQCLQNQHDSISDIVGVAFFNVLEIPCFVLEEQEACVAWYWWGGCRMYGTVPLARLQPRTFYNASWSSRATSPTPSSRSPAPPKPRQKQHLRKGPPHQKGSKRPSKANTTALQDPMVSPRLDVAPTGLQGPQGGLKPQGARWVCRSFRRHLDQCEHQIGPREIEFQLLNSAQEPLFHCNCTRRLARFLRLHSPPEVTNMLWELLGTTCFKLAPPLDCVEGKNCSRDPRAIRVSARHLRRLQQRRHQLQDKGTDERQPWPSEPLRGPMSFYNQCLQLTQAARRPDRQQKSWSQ
GC-A act: GC-A (human) enzyme activation; P16066; HEK293 GC-A cells, cGMP TR-FRET, EC30 ANP; 0% at EC30 ANP, 100% saturating ANP; activation, % at 10 µM; 0.14% of 370,000 active; in the data active = activation above about 40%
hgDAF12 agonist: activates the H. glycines DAF-12 receptor ligand-binding domain; HEK293 GAL4-hgDAF12 UAS-luciferase reporter, agonist luminescence; normalized to butyrate control; activation, % at 6.8 µM; 1.8% of 370,000 active; AID 687014;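 active = activation above a cutoff set at the mean of all screened compounds plus 3 SD, cut at about 10% in these data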;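 note: 0% = DMSO wells and 100% = sodium butyrate wells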
hcDAF12 agonist: H. contortus DAF-12 activation, primary screen | HEK293 hcDAF-12 lit1-tk-luc reporter, luminescence; 0% DMSO, 100% Δ7-dafachronic acid | AID 652067 | activation, % at 6.8 µM | 1.4% of 370,000 active;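 active = activation above the mean of all tested compounds plus 3 SD, cut at about 5.5% in these data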;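 note: 100% = response to 3 µM Δ7-dafachronic acid high control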
DAX1 inh-1: blocks DAX1 repression of SF-1 activated StAR promoter; HEK293T StAR-luciferase reporter, SF-1/DAX-1 repression relief; inhibition, % at 6.8 µM; 1.1% of 370,000 active; AID 652010;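 active = inhibition above the mean over all tested compounds plus 3 SD, cut at about 3.6% in these data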;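 note: 0% = DAX-1 cells with DMSO and 100% = cells lacking DAX-1 with DMSO; higher inhibition means more luminescence from relief of DAX-1 repression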
ssDAF12 agonist: S. stercoralis DAF-12 activation, primary screen; HEK293 ssDAF-12/GRIP1 lit1-tk-luc reporter, luminescence; % of 3 µM dafachronic acid response; activation, % at 6.8 µM; 1% of 370,000 active;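 active = activation above the mean over all tested compounds plus 3 SD, cut at about 0.9% in these data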;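 note: 0% = DMSO-only wells and 100% = 3 µM delta7-dafachronic acid wells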
FXN GAA850 act: activators of GAA850 frataxin (FXN) promoter. AID 540364. HEK293 lucGAA850 FXN promoter luciferase reporter, 24 h; percent of 10 µM SAHA response. 0.56% of 360,000 active. activation, % at 6 µM;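 active = activation above the average of all compounds screened plus 3 SD, cutoff fixed separately per campaign, cut at about 7.5% in these data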;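 note: 0% = DMSO wells and 100% = 10 µM SAHA wells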
GC-B act: GC-B (human) receptor activation; activation, % at 10 µM; P20594; 0.11% of 370,000 active; HEK293-GC-B cells, CNP EC30, cGMP TR-FRET; 0% at EC30 CNP, 100% saturating CNP;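 active = activation at 10 µM reaching about 35% in either raw or pattern-adjusted values, limit read from the data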
DAX1 inh-2: inhibits human nuclear receptor DAX1 | P51843 | HEK293 Gal4-DAX1 luciferase reporter, luminescence | inhibition, % at 6.75 µM | 0.99% of 340,000 active | AID 504766;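 active = inhibition above the mean over all tested compounds plus 3 SD, cut at about 4.2% in these data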;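 note: 0% = DAX1-transfected cells with DMSO and 100% = empty-vector control cells with DMSO; inhibition shows as a rise in luminescence from relieved DAX1 repression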
Target sequence (P51843 207-470 limits assumed): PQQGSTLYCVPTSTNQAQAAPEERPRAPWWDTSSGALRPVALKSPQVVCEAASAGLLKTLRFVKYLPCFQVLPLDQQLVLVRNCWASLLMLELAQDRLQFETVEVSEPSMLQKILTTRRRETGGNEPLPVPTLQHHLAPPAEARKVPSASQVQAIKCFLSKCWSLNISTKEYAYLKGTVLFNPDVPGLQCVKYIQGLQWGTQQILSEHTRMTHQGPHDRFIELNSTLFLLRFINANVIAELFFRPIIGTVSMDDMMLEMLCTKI
proKLK7 act: proKLK7 (human) activation, primary screen; purified proKLK7, EDANS-DABCYL substrate fluorescence; 100% is mature enzyme control, 0% vehicle; 0.9% of 370,000 active; P49862; activation, % at 7 µM;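 active = activation above the mean of all tested compounds plus 3 SD, computed per campaign excluding outliers beyond control limits, cut at about 13% in these data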
Target sequence (P49862 whole entry, looked up): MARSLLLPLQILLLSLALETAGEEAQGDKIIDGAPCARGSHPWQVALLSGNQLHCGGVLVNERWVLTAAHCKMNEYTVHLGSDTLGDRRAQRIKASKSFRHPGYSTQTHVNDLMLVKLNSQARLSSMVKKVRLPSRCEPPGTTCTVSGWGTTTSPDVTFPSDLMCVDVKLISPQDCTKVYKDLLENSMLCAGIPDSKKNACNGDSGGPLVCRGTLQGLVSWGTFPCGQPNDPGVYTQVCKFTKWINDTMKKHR
The depositor's hits bear a star.

Screening Cc1noc(C)c1S(=O)(=O)N(C)C[C@@H]1OCc2cnnn2CCCC(=O)N([C@@H](C)CO)C[C@@H]1C returned SMARCA2 activ 2, HGIII-sPLA2 inh -2, GC-A act 1, hgDAF12 agonist -0.5, hcDAF12 agonist -2.0, DAX1 inh-1 0.4, ssDAF12 agonist -0.5, GC-B act -3 and proKLK7 act -0.5.
For NC(=S)NN=C1c2cc(OCCN3CCOCC3)ccc2-c2ccc(OCCN3CCOCC3)cc21 the results were SMARCA2 activ -2, HGIII-sPLA2 inh -13, GC-A act 3, hgDAF12 agonist -14, hcDAF12 agonist -6.9, DAX1 inh-1 -2.4, ssDAF12 agonist -2.7, FXN GAA850 act -12, GC-B act 1, DAX1 inh-2 -6.2 and proKLK7 act -0.1.
For CC(NC(=O)C(=O)NN=C1CCCCCCC1)c1ccccc1 (stereo unspecified) the results were SMARCA2 activ -3, HGIII-sPLA2 inh 2, GC-A act -4, hgDAF12 agonist -1.3, hcDAF12 agonist -1.0, DAX1 inh-1 0.3, ssDAF12 agonist -1.4, FXN GAA850 act -1.6, GC-B act -1, DAX1 inh-2 -0.3 and proKLK7 act 0.1.
`O=C(CNC(=O)c1cccc(F)c1)OCc1cc(=O)n2cc(Br)ccc2n1` gave SMARCA2 activ -1, HGIII-sPLA2 inh -2, GC-A act 6, hgDAF12 agonist -0.5, hcDAF12 agonist -0.6, DAX1 inh-1 -0.5, ssDAF12 agonist -0.1, FXN GAA850 act 1.4, GC-B act 1, DAX1 inh-2 -1.6 and proKLK7 act 0.6.
For Cc1nc(SCc2ccc(Cl)cc2)ncc1C(=O)O the results were SMARCA2 activ -4, HGIII-sPLA2 inh -2, GC-A act -6, hgDAF12 agonist 1.5, hcDAF12 agonist -0.4, DAX1 inh-1 -0.4, ssDAF12 agonist -0.4, FXN GAA850 act 2.6, GC-B act -1, DAX1 inh-2 -0.2 and proKLK7 act 0.1.
For CCOc1ccc(-c2nnc(NC(=O)c3ccc(OCC(C)C)c(OC)c3)o2)cc1 the results were SMARCA2 activ 1, HGIII-sPLA2 inh 4, GC-A act -7, hgDAF12 agonist 5.6, hcDAF12 agonist -0.5, DAX1 inh-1 0.6, ssDAF12 agonist -0.5, FXN GAA850 act 0.3, GC-B act 6, DAX1 inh-2 0.7 and proKLK7 act -0.6.
`CC(C)(C)OC(=O)NN1CC(=O)N2Cc3ccccc3C[C@@H]2C1=O` gave SMARCA2 activ -1, HGIII-sPLA2 inh -1, GC-A act 4, hgDAF12 agonist -1.0, hcDAF12 agonist -2.8, DAX1 inh-1 0.3, ssDAF12 agonist -1.0, FXN GAA850 act -0.4, GC-B act 5, DAX1 inh-2 2.2 and proKLK7 act 0.3.
For Cc1ccc(CC(=O)O/N=C(\N)c2cccc([N+](=O)[O-])c2)cc1 the results were SMARCA2 activ 1, HGIII-sPLA2 inh 2, GC-A act 3, hgDAF12 agonist 1.0, hcDAF12 agonist -2.1, DAX1 inh-1 -0.2, ssDAF12 agonist -2.2, FXN GAA850 act 3.6, GC-B act 6, DAX1 inh-2 1.1 and proKLK7 act -0.5.
`O=C(O)c1ccc(S(=O)(=O)NCC2CCCO2)cc1` (stereo unspecified) gave SMARCA2 activ -2, HGIII-sPLA2 inh 6, GC-A act 4, hgDAF12 agonist 1.9, hcDAF12 agonist -1.7, DAX1 inh-1 0.0, ssDAF12 agonist -1.8, FXN GAA850 act 1.5, GC-B act 0, DAX1 inh-2 0.9 and proKLK7 act 0.1.
`CCCCCOc1ccc(C(O)C(CN2CCOCC2)c2ccccc2)cc1` (stereo unspecified) gave SMARCA2 activ -1, HGIII-sPLA2 inh -13, GC-A act -3, hgDAF12 agonist 0.0, hcDAF12 agonist -0.3, DAX1 inh-1 -0.1, ssDAF12 agonist -0.7, FXN GAA850 act -0.2, GC-B act 1, DAX1 inh-2 0.3 and proKLK7 act 0.2.
Nc1nc(N)c2[nH]c(-c3ccccc3)nc2n1 was read as SMARCA2 activ 6, HGIII-sPLA2 inh 5, GC-A act -1, hgDAF12 agonist 1.3, hcDAF12 agonist -1.4, DAX1 inh-1 0.5, ssDAF12 agonist -1.4, FXN GAA850 act 2.5, GC-B act -5, DAX1 inh-2 1.0 and proKLK7 act -0.5.
Screening CCC(C)C(NC(C)=O)C(=O)NC(=O)NC(c1ccccc1)c1ccccc1 (stereo unspecified) returned SMARCA2 activ -2, HGIII-sPLA2 inh -27, GC-A act 8, hgDAF12 agonist -2.4, hcDAF12 agonist -1.4, DAX1 inh-1 0.3, ssDAF12 agonist -1.3, FXN GAA850 act -2.1, GC-B act 4, DAX1 inh-2 0.4 and proKLK7 act 0.4.

Reprinted at random: 2 records from the list, in no set order.
For CCOc1ccc(-c2nnc(NC(=O)c3ccc(OCC(C)C)c(OC)c3)o2)cc1 the results were SMARCA2 activ 1, HGIII-sPLA2 inh 4, GC-A act -7, hgDAF12 agonist 5.6, hcDAF12 agonist -0.5, DAX1 inh-1 0.6, ssDAF12 agonist -0.5, FXN GAA850 act 0.3, GC-B act 6, DAX1 inh-2 0.7 and proKLK7 act -0.6.
Screening CCC(C)C(NC(C)=O)C(=O)NC(=O)NC(c1ccccc1)c1ccccc1 (stereo unspecified) returned SMARCA2 activ -2, HGIII-sPLA2 inh -27, GC-A act 8, hgDAF12 agonist -2.4, hcDAF12 agonist -1.4, DAX1 inh-1 0.3, ssDAF12 agonist -1.3, FXN GAA850 act -2.1, GC-B act 4, DAX1 inh-2 0.4 and proKLK7 act 0.4.

(listing goes on)
Screening COc1ccc(NC(=O)Nc2c(C)n(-c3ccccc3)c(=O)n2C)cc1OC returned SMARCA2 activ 1, HGIII-sPLA2 inh 0, GC-A act 6, hgDAF12 agonist -1.3, hcDAF12 agonist 0.4, DAX1 inh-1 -0.2, ssDAF12 agonist -0.9, FXN GAA850 act 0.3, GC-B act 1, DAX1 inh-2 -0.8 and proKLK7 act 0.3.
Screening Cn1cnnc1SCC(=O)c1ccc2c(c1)NC(=O)CO2 returned SMARCA2 activ -2, HGIII-sPLA2 inh -2, GC-A act 2, hgDAF12 agonist -2.2, hcDAF12 agonist -1.4, DAX1 inh-1 2.2, ssDAF12 agonist -0.9, FXN GAA850 act -1.3, GC-B act 4, DAX1 inh-2 1.2 and proKLK7 act 0.1.
`CCOC1=C2CN(S(=O)(=O)c3ccc(C)cc3)C(c3ccccc3)CC2N(S(=O)(=O)c2ccccc2Cl)C(c2ccccc2)C1` (stereo unspecified) gave SMARCA2 activ -2, HGIII-sPLA2 inh 0, GC-A act 3, hgDAF12 agonist -0.4, hcDAF12 agonist -0.1, DAX1 inh-1 -0.3, ssDAF12 agonist -0.5, GC-B act -3 and proKLK7 act -0.2.
CN(Cc1ccccc1)C(=O)CCc1ccccc1 was read as SMARCA2 activ -3, HGIII-sPLA2 inh 11, GC-A act 3, hgDAF12 agonist -0.9, hcDAF12 agonist -1.7, DAX1 inh-1 0.0, ssDAF12 agonist -0.4, FXN GAA850 act 1.6, GC-B act 0, DAX1 inh-2 -1.0 and proKLK7 act 0.8.
For CCC(C)N(C(=O)CSc1nnc(-c2cccs2)n1C1CC1)C1CCS(=O)(=O)C1 (stereo unspecified) the results were SMARCA2 activ -2, HGIII-sPLA2 inh 6, GC-A act 4, hgDAF12 agonist 1.8, hcDAF12 agonist 2.1, DAX1 inh-1 1.7, ssDAF12 agonist -0.9, FXN GAA850 act 2.4, GC-B act 1, DAX1 inh-2 -0.1 and proKLK7 act -0.3.
O=C(Cn1cc(C(=O)c2ccco2)c2ccccc21)NC1CCCC1 was read as SMARCA2 activ -7, HGIII-sPLA2 inh 2, GC-A act -7, hgDAF12 agonist 0.0, hcDAF12 agonist -1.3, DAX1 inh-1 -0.2, ssDAF12 agonist -0.2, FXN GAA850 act -1.8, GC-B act -1, DAX1 inh-2 0.8 and proKLK7 act 0.9.
For O=c1[nH]c(/C=C/c2ccccc2[N+](=O)[O-])nc2ccccc12 the results were SMARCA2 activ 2, HGIII-sPLA2 inh -3, GC-A act -5, hgDAF12 agonist 0.6, hcDAF12 agonist 3.0, DAX1 inh-1 0.1, ssDAF12 agonist -1.1, FXN GAA850 act 0.5, GC-B act -2, DAX1 inh-2 -0.1 and proKLK7 act 0.0.
For O=C(NCC(c1ccco1)N1CCN(c2ccccc2F)CC1)C1CCCCC1 (stereo unspecified) the results were SMARCA2 activ 0, HGIII-sPLA2 inh -1, GC-A act 1, hgDAF12 agonist 3.3, hcDAF12 agonist -1.1, DAX1 inh-1 -2.5, ssDAF12 agonist -1.2, FXN GAA850 act -1.1, GC-B act 2, DAX1 inh-2 0.5 and proKLK7 act 0.3.
COC(=O)C1=C(C)NC(=O)C1(NS(=O)(=O)c1ccc(C)cc1)C(F)(F)F (stereo unspecified) was read as SMARCA2 activ -3, HGIII-sPLA2 inh -4, GC-A act 0, hgDAF12 agonist 1.5, hcDAF12 agonist -2.2, DAX1 inh-1 0.3, ssDAF12 agonist -1.8, FXN GAA850 act -3.1, GC-B act 1, DAX1 inh-2 0.2 and proKLK7 act -0.1.
For CCOc1ccc(N2C(=O)CS/C2=N/NC(=O)COc2ccc3ccccc3c2)cc1 the results were SMARCA2 activ -1, HGIII-sPLA2 inh -51, GC-A act -4, hgDAF12 agonist -1.0, hcDAF12 agonist -2.1, DAX1 inh-1 -0.9, ssDAF12 agonist -1.4, FXN GAA850 act -0.5, GC-B act -6, DAX1 inh-2 1.0 and proKLK7 act -0.2.
For CNC(=O)c1cc(C)c(-c2ccccc2)s1 the results were SMARCA2 activ 0, HGIII-sPLA2 inh 5, GC-A act -6, hgDAF12 agonist 4.7, hcDAF12 agonist -1.1, DAX1 inh-1 1.1, ssDAF12 agonist -1.5, FXN GAA850 act 4.7, GC-B act 0, DAX1 inh-2 -0.5 and proKLK7 act 0.1.
For Cc1ccc(S(=O)(=O)N(C)/N=C2/C(=O)N(CC(=O)O)c3ccccc32)cc1 the results were SMARCA2 activ -1, HGIII-sPLA2 inh 18, GC-A act 4, hgDAF12 agonist 1.0, hcDAF12 agonist 1.4, DAX1 inh-1 0.3, ssDAF12 agonist -1.0, FXN GAA850 act -0.1, GC-B act -3, DAX1 inh-2 -0.5 and proKLK7 act -1.1.
O=C(/C=C/c1ccccc1)NC(NC(=S)Nc1cccc(O)c1)C(Cl)(Cl)Cl (stereo unspecified) was read as SMARCA2 activ -4, HGIII-sPLA2 inh -20, GC-A act 0, hgDAF12 agonist -1.8, hcDAF12 agonist -1.8, DAX1 inh-1 -1.2, ssDAF12 agonist -1.6, FXN GAA850 act -4.1, GC-B act 3, DAX1 inh-2 -0.8 and proKLK7 act -0.1.
CCN(CC)CC(=O)Nc1ccc(Oc2ccc(NC(=O)CN(CC)CC)cc2)cc1 was read as SMARCA2 activ 7, HGIII-sPLA2 inh -3, GC-A act 3, hgDAF12 agonist -3.5, hcDAF12 agonist -0.8, DAX1 inh-1 0.2, ssDAF12 agonist -1.4, FXN GAA850 act 0.5, GC-B act 6 and proKLK7 act 0.2.
For CC1=C(C(=O)Nc2ccccc2)C2(CCCCC2)C(C#N)=C(SCC(N)=O)N1 the results were SMARCA2 activ 1, HGIII-sPLA2 inh -7, GC-A act -2, hgDAF12 agonist -0.3, hcDAF12 agonist 0.3, DAX1 inh-1 -0.5, ssDAF12 agonist -1.0, FXN GAA850 act -0.6, GC-B act -7, DAX1 inh-2 -0.2 and proKLK7 act -0.2.
